# Rpn11 block – blocks the human proteasome subunit Rpn11 | human 26S proteasome, Ub4-pepOG fluorescence polarization; 20S core pre-blocked with epoxomicin | calls only at 20 µM | 360,000 compounds, 0.59% hits;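 active means inhibition at 20 µM, scaled to each plate's controls, above about 33%, limit read from the data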
# Neddylation inh – inhibitors of human cullin neddylation | AID 651699 | P61081+Q13564 | calls only at 25 µM | 360,000 compounds, 0.58% hits | TR-FRET cullin neddylation, biochemical; in the data active means inhibition above about 36%
# Rin1-Abl PPI inh – blocks binding of human Rin1 to Abl; inhibition, % at 7.35 µM; AID 588664; P00519+Q13671; TR-FRET Rin1/Abl binding, biochemical; 360,000 compounds, 0.4% hits; in the data active means inhibition above about 5%, passing the limit was not always enough
# NadD block – blocks S. aureus nicotinate mononucleotide adenylyltransferase; AID 602399; purified NadD enzyme, colorimetric absorbance read-out; inhibition, % at 20 µM; 360,000 compounds, 0.78% hits; in the data active means inhibition above about 26%; further: some compounds past the cut are filed as inactive
# MT1-MMP act inh – blocks activation of human MT1-MMP; HT1080 RFP-PRO-GFP cells, GFP/RFP ratio fluorescence, overnight; percent of plate control window, DMSO zero; 360,000 compounds, 0.061% hits; GFP/RFP ratio change, % at 20 µM;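 active means GFP/RFP ratio change of at least 30% with cell ATP level not reduced by more than half and red fluorescence within 50% of control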; further: strong numbers were not always called active
#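 Assay system: HT1080 RFP-PRO-GFP cells. Benchmarks: DMSO vehicle wells and RFP-L50D-GFP reporter cell wells. Times: overnight cell settling, then overnight compound exposure, 37 °C, 5% CO2. Compound: 20 µM single dose, 1% DMSO. Read-out basis: GFP/RFP fluorescence ratio.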
# CSN deneddyl inh – CSN deneddylation inhibition | Q92905 | Purified CSN, SCF-Nedd8-OG deneddylation, fluorescence polarization | inhibition, % at 12.5 µM | 360,000 compounds, 0.38% hits | AID 651999;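 active means pattern-corrected inhibition above about 35%, with an unprinted fluorescence ratio check between 0.5 and 1.5, limit read from the data, passing the limit was not always enough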;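 further: 0% = enzyme with substrate and 100% = substrate without enzyme; some results filed as inactive read as strong as hits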
#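 Detection – fluorescence polarization · System – HEK293T-derived human Csn5 enzyme · Controls – substrate-only high control, full reaction low control · Timing – 90 min, room temperature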
# FAS TE block – inhibitors of human fatty acid synthase thioesterase domain; P49327; recombinant FAS-TE, OMFH fluorogenic substrate, fluorescence endpoint; inhibition, % at 15 µM; 360,000 compounds, 0.67% hits; AID 602261;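 active means compounds whose normalised, plate-corrected inhibition of enzyme fluorescence in the single-dose primary screen is 50% or more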;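 further: 0% = DMSO with enzyme and 100% = substrate without enzyme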
# SKN-1 block – inhibitors of C. elegans SKN-1. C. elegans VP596 Pgst-4::GFP/RFP ratio, acrylamide-induced, 24 h. inhibition, % at 21.8 µM. 360,000 compounds, 0.49% hits. AID 624304;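 active means interference check ratio from 0.5 to 1.5 plus GFP to RFP signal ratio inhibition reaching or exceeding a fixed threshold, cut at about 30% in these data, passing the limit was not always enough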; further: some compounds called inactive have numbers as strong as hits
# MLLE-PAM2 inh – blocks PAM2 peptide binding to the PABP1 MLLE domain; 360,000 compounds, 0.36% hits; inhibition, % at 20 µM; GST-MLLE / FITC-PAM2 fluorescence polarization; in the data active means inhibition above about 35%, passing the limit was not always enough;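 further: plate controls were DMSO wells with GST-MLLE for no effect and wells lacking GST-MLLE protein for full effect; some results filed as inactive read as strong as hits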
# Active calls of the source: *; i = inactive; nt = no result given; + = active, no number.
SMILES,Rpn11 block,Neddylation inh,Rin1-Abl PPI inh,NadD block,MT1-MMP act inh,CSN deneddyl inh,FAS TE block,SKN-1 block,MLLE-PAM2 inh
O=C(O)C1CCCCC1C(=O)NCCc1cccc(Cl)c1 (centres undefined),i,i,-2,-2,1,0,-5,-3,-8
OCCNc1nc(Nc2ccccc2)nc(Nc2ccccc2)n1,i,i,2,-2,4,-2,0,-12,-10
COc1ccc(N/C(N)=N/c2nc(C)cc(=O)[nH]2)cc1,i,i,-4,1,0,1,-6,3,-4
O=C1CC(c2ccc3c(c2)OCO3)Sc2nc3ccccc3n21 (centres undefined),i,i,5,-5,-1,4,-135,-6,-80
Cc1ccc(-c2nc(CS(=O)CC(=O)NCCN3CCCCC3C)c(C)o2)cc1 (centres undefined),i,i,1,-4,-13,-3,-6,13,6
CCOC(=O)c1ccc(S(=O)(=O)NC2CCCCCCC2)n1C,i,i,1,-4,0,8,3,16,1
Cc1cc(NC(=O)CSc2nnc(Cn3c(=O)sc4ccccc43)n2-c2ccccc2C)no1,i,i,-5,-2,-3,-4,-5,2,-20
COc1ccc(C)cc1NC(=O)CN(C)S(=O)(=O)c1ccc2c(c1)c(=O)n(C)c(=O)n2C,i,i,0,-4,-1,-4,-5,3,-6
CCCCN(C(=O)c1cc(-c2ccc(F)cc2)nc2ccccc12)c1c(N)n(CCCC)c(=O)[nH]c1=O,i,i,1,13,-11,5,-8,21,-1
OC(COc1ccc(OCC(O)CN2CCCCCC2)cc1)CN1CCCCCC1 (centres undefined),i,i,0,5,14,-3,-1,-1,-9
COc1ccc(CCNC(=O)CSc2nnc(Cc3cccn3C)n2C)cc1OC,i,i,-1,3,-3,1,-10,12,-6
CCOC(=O)C1CCN(C(=O)c2c(-c3c(F)cccc3Cl)noc2C)CC1,i,i,4,1,5,-2,-5,-23,6
CSc1ncccc1C(=O)Nc1ccc(F)c(F)c1F,i,i,1,3,1,-2,0,7,7
CCOC(=O)c1ccccc1NC(=S)N1CCC(C)CC1,i,i,-4,0,-6,-5,-1,12,-12
Cn1cnnc1SCC(=O)NN(c1ccccc1)c1ccccc1,i,i,-1,7,0,-1,-10,9,-2
CNC(=O)/C(C#N)=C/c1cc(C)n(-c2ccc(N3CCOCC3)cc2)c1C,i,i,-1,-2,5,1,-7,9,5
CC1(C)Oc2ccc3ccc(=O)oc3c2/C(=C/Nc2ccccc2)C1=O,i,i,1,-3,-4,-1,25,7,0
COc1ccc(-c2oc3cc(O)c(OC)c(O)c3c(=O)c2OC)cc1,i,i,-1,1,-5,4,-3,-10,-1
Cc1cccc(NC(=O)CSc2ccc3nnc(-c4cccnc4)n3n2)c1,i,i,-9,-4,2,1,-4,7,0
Cc1cc(C)n2ncnc2n1,i,i,2,1,5,2,-6,-4,-2
Cc1ccc(NC(=O)N2CCCC(c3ccccc3)C2)cc1 (centres undefined),i,i,1,-6,0,-2,4,-18,2
Cc1cc(-n2nnc3ccccc32)nc2ccccc12,i,i,-5,1,-5,-4,16,-22,-7
CCn1cc(C(=O)O)c(=O)c2cc(F)c(N3CCN(C(=S)NC(=O)c4ccc(F)c(F)c4)CC3)cc21,i,nt,3,2,-2,1,-6,-18,-21
O=C1NC(=O)/C(=C\c2ccccc2OCc2ccc([N+](=O)[O-])cc2)N1,+,i,-3,-2,-1,3,-1,0,-20
CCCCC/C=C/C1=CC(=O)C[C@H](c2ccc(Cl)cc2)C1,i,i,-2,1,3,18,23,10,4
Cc1ccccc1NC(=O)c1c(C)[nH]c(=S)c(C#N)c1-c1ccco1,i,i,-5,9,-5,6,-10,11,18
S=C(NCc1ccccc1)N1CCN(C2CCCCC2)CC1,i,i,-1,-12,6,-1,1,9,-124
O=C(COC(=O)c1ccco1)Nc1ccccc1[N+](=O)[O-],i,i,-5,-5,-3,2,-3,-2,4
Cc1nc(NC(=O)CSc2cc(C)c3ccccc3n2)c(Cl)cc1Cl,i,i,-12,-6,0,-8,29,-1,11
O=[N+]([O-])c1cc(S(=O)(=O)NCCc2ccccn2)ccc1Cl,i,i,-2,6,0,1,7,-7,2
Cc1cc(OCC(=O)NCc2ccccn2)c2c(C)c(C)c(=O)oc2c1,i,nt,-5,-4,1,5,1,11,-11
CCCn1nnnc1NCc1ccccc1F,i,i,0,-7,0,-2,-6,-13,8
O=C(C1CCN(S(=O)(=O)c2cccc3nonc23)CC1)N1CCCCC1,i,i,0,1,3,-2,-1,11,17
C=CCC(O)(CC=C)CNC(=O)C1CCC(=O)N(CCCc2ccccc2)C1 (centres undefined),i,i,-1,-7,4,2,-4,10,8
O=C(Cn1nc(C(=O)O)c2ccccc2c1=O)NC12CC3CC(CC(C3)C1)C2,i,i,3,-6,3,-8,4,9,-6
CC(=O)OC1CCC2(C)C(=CCC3C4CC(=O)N(O)C(=O)C4(C)CCC32)C1 (centres undefined),i,i,-1,6,-4,3,-4,2,-2
Cc1cc(C)n(C(=O)CNC(=O)COc2ccccc2)n1,i,i,2,1,1,-5,-4,11,-3
O=C(CSc1nnc(NC(=O)c2ccco2)s1)Nc1ccccc1,i,i,-2,-3,1,-3,-1,-5,21
CC1CCCC(NC(=O)C2CCCN2S(=O)(=O)c2cccc3nsnc23)C1C (centres undefined),i,i,1,-1,3,2,-2,9,3
COc1ccc(NS(=O)(=O)c2ccc3c(c2)CCC(=O)N3)cc1O,i,i,0,2,2,-1,-3,-11,0
c1ccc(CNc2ncn[nH]2)cc1,i,i,0,-3,2,0,-9,-29,0
CCCN(Cc1nnc(-c2ccccc2Cl)o1)C(=O)c1cc([N+](=O)[O-])cc([N+](=O)[O-])c1,i,i,-2,2,2,1,8,-5,-1
CCOC(=O)c1nnc(-c2cccs2)nc1NC(C)C,i,i,0,4,nt,-6,-2,-28,9
CN(C(=O)c1ccccc1C(=O)OCC(=O)Nc1ccc(S(N)(=O)=O)cc1)c1ccccc1,i,i,-2,5,0,-3,-5,6,-7
O=C1CCC(=O)N1c1cccc(OS(=O)(=O)c2ccccc2)c1,i,i,-1,1,0,-1,-13,-2,-2
CCNC(=S)NS(=O)(=O)c1ccc(F)cc1,i,i,3,-2,-4,-3,-10,-3,25
OC(c1ccc(F)cc1)c1nc(/C=C/c2ccccc2)cs1 (centres undefined),i,i,-3,-10,4,-5,16,1,-3
COc1cc(OC)c(C2CC(=O)N3CN(c4ccccc4)CSC3=C2C#N)cc1OC (centres undefined),i,i,-1,22,-2,-1,-6,7,6
O=C(CCc1nc2ccccc2[nH]1)Nc1ccc2c(c1)OCCO2,i,i,2,-2,2,-5,-3,-7,1
CCCNC(=O)NCCC12CC3CC(CC(C3)C1)C2,i,i,-3,-3,0,0,-1,-1,16

# Next part
SMILES,Rpn11 block,Neddylation inh,Rin1-Abl PPI inh,NadD block,MT1-MMP act inh,CSN deneddyl inh,FAS TE block,SKN-1 block,MLLE-PAM2 inh
Cc1cc(OCCCn2ccnc2)ccc1C(C)C,i,i,5,3,10,-7,-11,6,0
Cc1ccc(CN2CCN(Cc3ccncc3)CC2CCO)o1 (centres undefined),i,i,2,-4,2,0,-2,8,2
CC1=CC2C(C(O)CC3(C)C2CC(C)C32OCOC23COCO3)C2(C)C/C(=C\O)C(=O)C=C12 (centres undefined),i,i,3,12,-26,6,1,2,5
COc1ccc(C(=O)Nn2c(SCC(=O)NCc3ccco3)nc3ccccc3c2=O)cc1,i,i,-3,3,2,-1,-5,9,6
COc1ccc(-n2c(=O)c3ccccc3n(CC(=O)c3ccccc3)c2=O)cc1OC,i,i,0,-3,0,-1,-3,-1,2
O=C(O)COc1ccccc1/C=C1\C(=O)Nc2ccc(Br)cc21,i,i,1,-3,-6,3,-7,4,21
Clc1c(-c2nnc3n2CCC3)sc2ccccc12,i,i,-8,7,5,2,-4,-2,7
CC(NC(=S)Nc1ccc([N+](=O)[O-])cc1)c1ccncc1 (centres undefined),i,i,1,-1,-2,-17,8,0,28
O=C(CCN1CCCCCC1)Nc1cccc(Cl)c1,i,i,2,-2,3,-6,-2,10,-9
CC(C)c1ccc(CNc2ncccn2)cc1,i,i,-1,-11,-1,0,-10,16,-7
CCCCn1c(N)c(N(CCOC)C(=O)c2ccc(-c3ccc(C(C)=O)cc3)o2)c(=O)[nH]c1=O,i,i,-5,4,-3,-3,-2,18,-30
Cc1ccc(-c2csc3ncnc(NCCN4CCOCC4)c23)cc1,i,i,-1,-5,-12,2,-4,-22,6
CCC(=O)N1CCc2cc(S(=O)(=O)NCCC(=O)N3CCc4ccccc4C3)ccc21,i,i,0,9,0,3,0,4,-5
CN1CCN(CC(=O)Nc2c(C(=O)C3CC3)oc3ccccc23)CC1,i,i,-4,7,-3,-6,-6,8,3
Cc1ccc(Sc2ncccc2O)cc1,i,i,1,0,0,-1,-5,12,10
Cc1noc(C)c1S(=O)(=O)Nc1ccc2c(c1)C(=O)N([C@@H](C)CO)C[C@H](C)[C@@H](CN(C)Cc1ccc(C(F)(F)F)cc1)OCCCC[C@H](C)O2,i,i,-1,4,-5,-2,14,11,5
Cc1sc2c(c1C)CN(CCN1CCOCC1)CN2C(=O)c1ccccc1,i,i,1,-4,-1,1,-12,2,2
Cc1ccc(C(=O)NCc2cccnc2)cc1S(=O)(=O)N1CCCCCC1,i,i,0,0,7,2,-6,11,-8
C(=C\c1ccccc1)/CN1CCN(C(c2cccs2)c2nnnn2-c2ccc3c(c2)OCCO3)CC1 (centres undefined),i,i,1,3,-1,-1,27,24,12
C/C(Cl)=C/Cn1c(NCCN(C)C)nc2c1c(=O)n(C)c(=O)n2C,i,i,-2,1,-3,-1,-3,7,3
CC1(C(=O)Nc2ccc3c(c2)OCO3)CCN1C(=O)CCC1CCCC1 (centres undefined),i,i,2,-5,0,-3,4,14,1
Cc1nc2ncnn2c(C)c1CCC(=O)NC(C)CCc1ccco1 (centres undefined),i,i,-2,4,0,3,-7,-12,2
CC1=C(C(=O)OCC2CCCO2)C(c2ccncc2)C2=C(CC(C)(C)CC2=O)N1 (centres undefined),i,nt,-2,1,0,2,-5,5,9
COC(=O)Cn1c2ccccc2c2nc(C)sc21,i,i,-3,0,0,-3,-10,2,6
Cc1cccc(C(=O)NCc2ccco2)c1,i,i,0,7,-4,3,-2,8,16

# Part of the list above in another layout.
> Cc1cccc(C(=O)NCc2ccco2)c1
  Rpn11 block: i
  Neddylation inh: i
  Rin1-Abl PPI inh: 0
  NadD block: 7
  MT1-MMP act inh: -4
  CSN deneddyl inh: 3
  FAS TE block: -2
  SKN-1 block: 8
  MLLE-PAM2 inh: 16

> COC(=O)Cn1c2ccccc2c2nc(C)sc21
  Rpn11 block: i
  Neddylation inh: i
  Rin1-Abl PPI inh: -3
  NadD block: 0
  MT1-MMP act inh: 0
  CSN deneddyl inh: -3
  FAS TE block: -10
  SKN-1 block: 2
  MLLE-PAM2 inh: 6

> Cc1nc2ncnn2c(C)c1CCC(=O)NC(C)CCc1ccco1 (centres undefined)
  Rpn11 block: i
  Neddylation inh: i
  Rin1-Abl PPI inh: -2
  NadD block: 4
  MT1-MMP act inh: 0
  CSN deneddyl inh: 3
  FAS TE block: -7
  SKN-1 block: -12
  MLLE-PAM2 inh: 2

> CC1(C(=O)Nc2ccc3c(c2)OCO3)CCN1C(=O)CCC1CCCC1 (centres undefined)
  Rpn11 block: i
  Neddylation inh: i
  Rin1-Abl PPI inh: 2
  NadD block: -5
  MT1-MMP act inh: 0
  CSN deneddyl inh: -3
  FAS TE block: 4
  SKN-1 block: 14
  MLLE-PAM2 inh: 1

# Screening results as filed in PubChem.
